# GLP1R cytotox: cytotoxicity counter-screen for GLP-1 receptor inverse agonists. HEK293 cAMP-luciferase reporter cells, luminescence, 24 h. Potency, µM (doses to about 38.3 µM), for inactives: at the top dose activity change, negative = inhibition, actives largely listed as inhibitors. 0.13% of 410,000 active. AID 624418;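 also: loss of luciferase light is scored as toxicity; potency is read from the fitted curve at half-maximal effect; % is scaled to controls: 0 for no effect and ±100 for the full control effect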
#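 Cells in DMEM/10% Nu serum/1% pen-strep, 1536-well format. Pre-incubated 12 h, dosed with 23 nL compound, incubated a further 24 h. Luciferase detection, 12 min at room temp, luminescence.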
# Abeta yeast res: restores growth of yeast expressing A-beta42 peptide; yeast expressing A-beta42, growth rescue, OD600, 48 h; response scale: 0% DMSO, 100% iron-clioquinol control; Potency, µM (doses to about 46.1 µM), inactives show at the highest dose growth rescue, usual class: activators; 0.063% of 410,000 active; also: potency is read from the fitted curve at half-maximal effect; nearly all actives have a fitted effect of over 55% in size
#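 Yeast growth medium received pinned compounds, then yeast cells expressing toxic A-beta were added; plates incubated at 30 C for 48 hr. Growth read as absorbance at 600 nm, normalized to DMSO and equimolar FeCl3 plus clioquinol controls.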
# FUS yeast rescue: rescues growth of FUS-expressing yeast | S. cerevisiae FUS-expressing, growth rescue, OD600, 24 h | Potency, µM (highest dose often 76.6 µM), for inactives: at the highest dose growth rescue (activation), hits mostly activators | 0.24% of 390,000 active | AID 1347120;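 also: potency is read from the fitted curve at half-maximal effect; plate controls were DMSO vehicle for no effect and reference control for full effect; nearly all actives have a fitted effect of over 55% in size; some results filed as inactive show a strong effect at the top dose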
#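 Quantitative HTS measuring growth restoration of FUS-toxic yeast. Galactose-induced cells (OD 0.005) were exposed 24hr at 30C to compounds at several concentrations, then absorbance at 600 nm was recorded.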
# MmCpn inh: blocks the Methanococcus maripaludis chaperonin Mm-Cpn; Potency, µM (top dose mostly 76.9 µM), for the others: at the highest dose activity, negative = inhibition, most hits filed as inhibitors; purified Mm-Cpn ATPase, ADP Transcreener TR-FRET; 0.031% of 330,000 active; also: potency is read from the fitted curve at half-maximal effect; % is scaled to controls: 0 for no effect and ±100 for the full control effect; nearly all actives have a fitted effect of over 80% in size
#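 Purified archaeal chaperonin (25 nM final) was preincubated with compound for 10 min at 37°C, then ATP (10 uM final) was added for 30 min at 37°C in Tris pH 7.4/KCl/MgCl2/DTT buffer. ADP was quantified by HTRF Transcreener TR-FRET.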
# GLP-1R inv ag: GLP-1 receptor (human) inverse agonism | P43220 | HEK293 GLP-1R CRE-luciferase, luminescence, 24 h; GLP-1R form is constitutively active | Potency, µM (series often up to 38.3 µM), inactives show top-dose activity change, negative = inhibition, actives largely listed as inhibitors | 1.6% of 410,000 active; also: potency is read from the fitted curve at half-maximal effect; % is scaled to controls: 0 for no effect and ±100 for the full control effect; nearly all actives have a fitted effect of over 55% in size
# Target sequence (P43220 whole entry, looked up): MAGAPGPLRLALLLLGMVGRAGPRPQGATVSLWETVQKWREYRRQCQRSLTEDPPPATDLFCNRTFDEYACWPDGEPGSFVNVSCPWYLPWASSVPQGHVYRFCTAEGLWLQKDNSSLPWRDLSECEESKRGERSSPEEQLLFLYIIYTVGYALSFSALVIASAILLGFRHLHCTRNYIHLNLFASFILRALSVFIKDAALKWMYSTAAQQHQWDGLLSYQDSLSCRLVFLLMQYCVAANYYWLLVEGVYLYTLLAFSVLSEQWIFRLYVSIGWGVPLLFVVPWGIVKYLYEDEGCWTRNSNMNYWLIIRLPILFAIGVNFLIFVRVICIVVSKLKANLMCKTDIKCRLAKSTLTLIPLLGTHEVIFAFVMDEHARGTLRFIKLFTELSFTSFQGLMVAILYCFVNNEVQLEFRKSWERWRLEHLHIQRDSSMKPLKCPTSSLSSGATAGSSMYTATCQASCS
#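 Constitutively active GLP-1R drives a cAMP-responsive luciferase in stably transfected HEK293 cells; test compounds are added after overnight (12 h) attachment and left 24 hr, and signal loss in luminescence marks inhibition.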
# TDP-43 yeast inh: TDP-43 toxicity inhibition in yeast; Potency, µM (titrated, usually from 46.1 µM), for inactives: at the top dose growth rescue (activation), hits mostly activators; TDP-43 expressing yeast growth rescue, BacTiter-Glo, 24 h; 1.8% of 410,000 active; AID 652104; also: potency is read from the fitted curve at half-maximal effect; % of control where 0% means no effect; nearly all actives have a fitted effect of over 50% in size
#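 Readout is BacTiter-Glo luminescence of cell growth, so inhibitors register as activators. TDP-43-expressing yeast at OD600=0.02 in galactose medium, after raffinose pregrowth to mid-log, were incubated with compound for 24 hr at 30 deg C.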
# aSyn rescue: inhibitors of alpha-synuclein toxicity in yeast. Potency, µM (series often up to 46.1 µM), inactives show at the highest dose growth rescue (activation), hits mostly activators. 0.14% of 370,000 active. Yeast expressing alpha-synuclein, growth rescue, BacTiter-Glo, 24 h; also: potency is read from the fitted curve at half-maximal effect; % of control where 0% means no effect; nearly all actives have a fitted effect of over 65% in size
#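 Rescue of yeast growth: cells expressing toxic alpha-synuclein, induced in galactose at OD600 0.02, incubated with compound 24 h at 30 C. ATP luminescence quantified growth; inhibitors of toxicity appear as activators.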
# pAkt inh: Akt phosphorylation inhibition | Neuro2A IGF-stimulated pAkt S473 HTRF, 20 min; stronger effect = lower value | activity change, % for hits at 50 µM | 0.32% of 360,000 active; in the data active = activity change below about -80%; inconclusive = mostly about -51% to -80%; also: % is scaled to controls: 0 for no effect and ±100 for the full control effect
#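 Single-point screen (50 µM final compound) in Neuro2A cells stimulated 20 min with 6 nM IGF at 37 deg C. After lysis, Ser473-phosphorylated Akt read by HTRF (ex 330 nm, em 615/665 nm) as the 665/615 ratio.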
# PTHR1 agonist: PTHR1 (human) receptor agonism; Q03431; HEK293 GP2 PTHR1 cells, GloSensor cAMP luminescence, 1 h; Potency, µM (highest dose often 115 µM), for the others: top-dose activation, most hits filed as activators; 0.075% of 410,000 active; also: potency is read from the fitted curve at half-maximal effect; nearly all actives have a fitted effect of over 55% in size; some results filed as inactive show a strong effect at the top dose; inactives centre near -15; many of its hits are not listed in these tables
# Target sequence (Q03431 whole entry, looked up): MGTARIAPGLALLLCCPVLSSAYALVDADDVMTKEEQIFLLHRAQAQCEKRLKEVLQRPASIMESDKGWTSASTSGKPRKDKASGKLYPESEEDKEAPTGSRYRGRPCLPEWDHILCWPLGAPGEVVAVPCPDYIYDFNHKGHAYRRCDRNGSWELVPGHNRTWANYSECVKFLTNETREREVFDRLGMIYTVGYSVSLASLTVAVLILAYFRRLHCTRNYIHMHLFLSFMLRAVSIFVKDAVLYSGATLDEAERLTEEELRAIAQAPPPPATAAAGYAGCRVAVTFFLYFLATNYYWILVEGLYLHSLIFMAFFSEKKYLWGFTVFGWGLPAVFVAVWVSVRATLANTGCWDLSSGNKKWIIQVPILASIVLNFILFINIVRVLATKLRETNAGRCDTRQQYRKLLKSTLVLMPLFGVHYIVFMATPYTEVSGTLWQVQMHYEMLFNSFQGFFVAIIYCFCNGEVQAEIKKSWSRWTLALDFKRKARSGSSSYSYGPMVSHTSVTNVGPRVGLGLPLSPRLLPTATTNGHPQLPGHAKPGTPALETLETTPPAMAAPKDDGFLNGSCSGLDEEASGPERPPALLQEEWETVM
#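 HEK-293-derived GP2 cells expressing PTHR1 and a GloSensor cAMP reporter, 3,000/well, plated overnight, given luciferin plus IBMX (each 0.5 mM as added) for 1 h at 37 °C, then compound for 1 h at 37 °C. Luminescence was read after 15 min at room temperature.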
# Starred values were filed as active, the others as inactive; i = inactive; ? = inconclusive; · = no result given; [ ] = another dose, or the depositor's remark. Unless noted, calls follow the shape of the dose curve; as a rule, active = well fitted curve in the direction sought with a large enough effect; inconclusive = small, poorly fitted or top-dose-only effect, or another doubt; inactive = no such curve, though single readings can be large; an effect the other way counts as inactive or inconclusive. Only part of the results is shown; count on the stated rates, not on these rows.
# Fields: GLP1R cytotox	Abeta yeast res	FUS yeast rescue	MmCpn inh	GLP-1R inv ag	TDP-43 yeast inh	aSyn rescue	pAkt inh	PTHR1 agonist
Cc1ccc(/C=N\Nc2cn[nH]c(=O)c2Cl)cc1
    0%	2%	23%	-5%	80%[activator]	6%	2%	i	-4%[57.5 µM]
O=C(CSc1ccc2nc(-c3ccccc3)cn2n1)Nc1ccccc1
    -16%	23%	10%	·	-26%	?	·	·	-19%
COc1ccccc1CNC(=O)CCc1cn(C)c2ccccc12
    8%	12%	13%	-1%	?	21%	10%	i	i
COC(=O)c1ccc(C(=O)OC)c(NC(=O)CSCC(=O)O)c1
    -2%	2%	16%	0%	14%	-15%	0%	i	i
CC(C)C1N(S(=O)(=O)c2ccccc2)CCN1S(=O)(=O)c1ccccc1
    16%	-14%	11%	0%	?	-16%	5%	i	-10%
Cc1cccc(Nc2nnc(SCC(=O)NCc3cccs3)s2)c1
    -3%	-4%	9%	1%	-7%	1%	-4%	i	-5%
COc1cc(CNCCSc2nnnn2C)cc(Br)c1OCc1ccccc1
    -2%	-13%	-6%	-4%	?	6%	0%	i	i
CCOc1ccc(CCNC(=O)COC(=O)c2ccc(S(=O)(=O)N3CCCC3)cc2)cc1OCC
    0%	1%	?	-1%	16%	-12%	2%	i	i
O=C(Nc1ccccc1N1CCCCC1)c1ccc(F)c(S(=O)(=O)N2CCOCC2)c1
    -7%	25%	8%	-1%	16%	-20%	5%	i	-21%
Cc1ccc(C(=O)N/C(=C\c2ccc(-c3ccccc3[N+](=O)[O-])o2)C(=O)NCCCN2CCOCC2)cc1
    -15%	5%	-2%	0%	?	-3%	4%	i	-10%
Cc1ccc2nsnc2c1S(=O)(=O)N(Cc1cc2cccc(C)c2[nH]c1=O)CC1CCCO1 (configuration not stated)
    1%	5%	13%	-2%	4%	-6%	0%	i	-14%
Cc1nc2ccc(NC(=O)N(C)c3ccccc3)cc2s1
    2%	-4%	16%	0%	8%	-14%	-1%	i	i
O=C(CNC(=O)c1ccc(F)cc1)NCc1ccccn1
    -23%	-11%	-15%	1%	3%	7%	-1%	i	i
CCCCNC(=O)c1nc(-c2cccc(C(F)(F)F)c2)oc1-c1ccc(OC(F)(F)F)cc1
    1%	-7%	-14%	·	18%	12%	-3%	i	i
COc1ccc(N2C(=O)C(F)(F)C2c2ccccc2F)cc1 (configuration not stated)
    10%	-5%	-36%	2%	-11%	?	-17%	i	-16%
Cn1c(=O)[nH]c(NCCc2ccc(O)cc2)c([N+](=O)[O-])c1=O
    3%	0%	-16%	·	-4%	16%	0%	i	i
CC(=O)Nc1ccc(S(=O)(=O)NC2(C(F)(F)F)C(=O)Nc3c2c(=O)[nH]c(=O)n3Cc2ccco2)cc1 (configuration not stated)
    -2%	2%	4%	1%	-23%	-10%[9.22 µM]	3%	i	i
CC1CN(S(=O)(=O)c2ccc(C(=O)Nc3ccc(S(=O)(=O)N4CCOCC4)cc3)cc2)CC(C)O1 (configuration not stated)
    -1%	-3%	9%	-2%	6%	7%	-2%	i	-19%
Cc1nn(-c2cccc(Cl)c2)nc1C(=O)O
    2%	-9%	17%	1%	11%	-10%	-1%	i	-6%
NC(CC(=O)O)c1ccc(Br)cc1 (configuration not stated)
    4%	-1%	·	1%	-5%	3%	0%	i	i

# Gathered by group, the compounds so far containing an aryl thioether with sulfur outside any ring (3)
# Fields: GLP1R cytotox	Abeta yeast res	FUS yeast rescue	MmCpn inh	GLP-1R inv ag	TDP-43 yeast inh	aSyn rescue	pAkt inh	PTHR1 agonist
O=C(CSc1ccc2nc(-c3ccccc3)cn2n1)Nc1ccccc1
    -16%	23%	10%	·	-26%	?	·	·	-19%
Cc1cccc(Nc2nnc(SCC(=O)NCc3cccs3)s2)c1
    -3%	-4%	9%	1%	-7%	1%	-4%	i	-5%
COc1cc(CNCCSc2nnnn2C)cc(Br)c1OCc1ccccc1
    -2%	-13%	-6%	-4%	?	6%	0%	i	i

# (cont.)
# Fields: GLP1R cytotox	Abeta yeast res	FUS yeast rescue	MmCpn inh	GLP-1R inv ag	TDP-43 yeast inh	aSyn rescue	pAkt inh	PTHR1 agonist
COc1ccc(C(=O)NCc2nnc(SCC(=O)N3CCCCC3)o2)cc1
    -12%	4%	20%	-1%	4%	7%	-1%	i	i
O=C(c1ccc(F)cc1F)N1CCCc2ccccc21
    2%	-4%	-30%	2%	?	22%	0%	i	i
CCOC(=O)C1(C#N)C(=O)CSC1=Nc1ccccc1Cl (configuration not stated)
    1%	5%	22%	·	0%	14%	0%	i	i
COCCOC(=O)C1=C(C)NC(=O)NC1c1cccc2ccccc12 (configuration not stated)
    6%	7%	-10%	-2%	9%	11%	-3%	i	i
COc1ccc(NC(=O)C2(C)Cc3c(-c4cccc(NC(C)=O)c4)ccnc3O2)cc1 (configuration not stated)
    ?	2%	21%	·	?	-8%	2%	i	-9%
O=C(Nc1cccc(NC(=O)c2cccnc2)c1)c1cccnc1
    5%	15%	12%	-2%	4%	-11%	-6%	i	-6%[57.5 µM]
Cc1ccc(C)c2nc3sc(C(=O)N4CCOCC4)c(N)c3cc12
    -9%	19%	19%	-1%	?	?	5%	i	-2%
CC1(c2ccccc2)NC(=O)N(CC(=O)Nc2nc(-c3ccccn3)cs2)C1=O (configuration not stated)
    -3%	-7%	?	-3%	?	16%	-4%	i	-34%[inhibitor]
COc1ccc(NS(=O)(=O)c2cc(Br)cc3c2N(C(=O)C2CC2)CC3)cc1OC
    0%	-5%	-10%	·	8%	0%[9.22 µM]	·	·	-43%[inhibitor]
O=C(CCCn1c(=S)[nH]c2ccccc2c1=O)NCCSCc1ccccc1
    ?	-4%	?	3%	?	-11%	-2%	i	i
CCn1cc(C(=O)N(C)c2cc(C)ccc2OC)c2cc(OC)c(OC)cc2c1=O
    1%	-8%	-4%	-2%	9%	-3%	-7%	i	-9%
O=C(CCc1nc(-c2ccccc2)no1)NC1CCCCC1
    2%	8%	24%	1%	0%	-7%	2%	i	6%[57.5 µM]
COc1ccccc1CN1C(=O)C(Cc2ccccc2)ON=C1c1ncccc1C (configuration not stated)
    1%	10%	34%	·	?	12%	1%	i	i
Nc1nc(NCC(=O)O)nc(N2CCCCCC2)c1[N+](=O)[O-]
    -6%	-9%	21%	-2%	1%	-9%	-6%	i	i
O=C(C[C@H]1CC[C@H]2[C@@H](COC[C@@H](O)CN2C(=O)c2cnccn2)O1)NCc1ccc(Oc2ccccc2)cc1
    2%	1%	15%	·	7%	21%	4%	i	-18%
Cn1c(=O)c2sccc2n2c(CCCC(=O)NCCc3ccccc3)nnc12
    1%	4%	-11%	-1%	0%	14%	0%	i	i
CC(NC(=O)CSc1n[nH]c(N)n1)c1ccccc1 (configuration not stated)
    -6%	5%	10%	1%	7%	-8%	2%	i	i
CCOc1ccc(NC(=O)Cn2ncc3ccccc32)cc1
    7%	18%	-33%	-3%	-4%	23%	9%	i	i
CCOc1ccccc1C1NC(=O)NC(C)=C1C(=O)OC1CCCCC1 (configuration not stated)
    0%	6%	5%	1%	0%	-12%	0%	i	-5%[57.5 µM]
C/C(Cn1nc([N+](=O)[O-])cc1C)=N\NC(=O)c1cccc(Br)c1
    5%	17%	-3%	0%	-5%	-5%	-1%	i	?

# Filtered by structure, those above containing a nitro group on carbon.
# Fields: GLP1R cytotox	Abeta yeast res	FUS yeast rescue	MmCpn inh	GLP-1R inv ag	TDP-43 yeast inh	aSyn rescue	pAkt inh	PTHR1 agonist
Cc1ccc(C(=O)N/C(=C\c2ccc(-c3ccccc3[N+](=O)[O-])o2)C(=O)NCCCN2CCOCC2)cc1
    -15%	5%	-2%	0%	?	-3%	4%	i	-10%
Cn1c(=O)[nH]c(NCCc2ccc(O)cc2)c([N+](=O)[O-])c1=O
    3%	0%	-16%	·	-4%	16%	0%	i	i
Nc1nc(NCC(=O)O)nc(N2CCCCCC2)c1[N+](=O)[O-]
    -6%	-9%	21%	-2%	1%	-9%	-6%	i	i
C/C(Cn1nc([N+](=O)[O-])cc1C)=N\NC(=O)c1cccc(Br)c1
    5%	17%	-3%	0%	-5%	-5%	-1%	i	?

# The results go on:
# Fields: GLP1R cytotox	Abeta yeast res	FUS yeast rescue	MmCpn inh	GLP-1R inv ag	TDP-43 yeast inh	aSyn rescue	pAkt inh	PTHR1 agonist
COc1ccc(S(=O)(=O)N2CCCCC2)cc1NC(=O)Cn1c(=O)cnc2ccccc21
    4%	13%	-3%	·	-30%	10%	2%	i	-25%
CC(C(=O)NC1CCCCCC1)n1cc([N+](=O)[O-])cn1 (configuration not stated)
    6%	0%	-5%	1%	2%	9%	3%	i	-6%
Cc1cc(NC(=O)CCl)n(-c2nc3ccccc3s2)n1
    -11%	-21%	8%	-1%	9%	18%	9%	i	-22%
CCn1nc(C(=O)NNC(=O)c2cc(Cl)ccc2OC)c2ccccc2c1=O
    ?	-14%	26%	0%	?	27%	2%	i	i
Cc1ccc(CSCc2ccc(C(=O)NC3CCCC3)o2)cc1
    -8%	7%	-6%	1%	-4%	-8%	0%	i	i
CSc1nc(N)nc2c1ncn2Cc1ccccc1
    -5%	22%	-11%	·	17%	-4%	14%	i	-8%
Cc1noc(C)c1C(=O)N1CCC1(C)C(=O)NS(=O)(=O)c1ccccc1Cl (configuration not stated)
    -1%	-9%	-22%	·	6%	15%	-1%	i	-2%
Cc1cc(C)n2nc(SC(C)C(=O)N(C)c3ccccc3)nc2n1 (configuration not stated)
    1%	-13%	·	2%	0%	15%	0%	i	i
